# TR SRC2 fluor cs – counter-screen for TRb-SRC2 inhibitors: fluorescence interference | AID 1479 | TRb/SRC2 Texas Red total fluorescence interference | 280,000 tested, 0.29% active | Potency, µM (titrated, usually from 106 µM), for the others: at the highest dose fluorescence change, negative = quenching; active = well fitted curve in either direction with a large enough effect; inconclusive = small, poorly fitted or top-dose-only effect; also: % is scaled to controls: 0 for no effect and ±100 for the full control effect
#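 Human TRb ligand-binding domain at 0.6 uM with 20 nM Texas Red SRC2 peptide in Tris buffer containing 1 uM T3 and 5% DMSO, incubated with compound 5 h at ambient temperature. Total fluorescence (555/632 nm) calculated as parallel + 2 × perpendicular.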
# L3MBTL1 block – L3MBTL1 (human) inhibition. Q9Y468. AlphaScreen L3MBTL1–H3K9me1 peptide binding. Potency, µM (series often up to 57.1 µM), inactives show at the top dose activity, negative = inhibition, hits mostly inhibitors. 230,000 tested, 0.66% active. AID 485360; also: % is scaled to controls: 0 for no effect and ±100 for the full control effect; nearly all actives have a fitted effect of over 60% in size
# Target sequence (Q9Y468 whole entry, looked up): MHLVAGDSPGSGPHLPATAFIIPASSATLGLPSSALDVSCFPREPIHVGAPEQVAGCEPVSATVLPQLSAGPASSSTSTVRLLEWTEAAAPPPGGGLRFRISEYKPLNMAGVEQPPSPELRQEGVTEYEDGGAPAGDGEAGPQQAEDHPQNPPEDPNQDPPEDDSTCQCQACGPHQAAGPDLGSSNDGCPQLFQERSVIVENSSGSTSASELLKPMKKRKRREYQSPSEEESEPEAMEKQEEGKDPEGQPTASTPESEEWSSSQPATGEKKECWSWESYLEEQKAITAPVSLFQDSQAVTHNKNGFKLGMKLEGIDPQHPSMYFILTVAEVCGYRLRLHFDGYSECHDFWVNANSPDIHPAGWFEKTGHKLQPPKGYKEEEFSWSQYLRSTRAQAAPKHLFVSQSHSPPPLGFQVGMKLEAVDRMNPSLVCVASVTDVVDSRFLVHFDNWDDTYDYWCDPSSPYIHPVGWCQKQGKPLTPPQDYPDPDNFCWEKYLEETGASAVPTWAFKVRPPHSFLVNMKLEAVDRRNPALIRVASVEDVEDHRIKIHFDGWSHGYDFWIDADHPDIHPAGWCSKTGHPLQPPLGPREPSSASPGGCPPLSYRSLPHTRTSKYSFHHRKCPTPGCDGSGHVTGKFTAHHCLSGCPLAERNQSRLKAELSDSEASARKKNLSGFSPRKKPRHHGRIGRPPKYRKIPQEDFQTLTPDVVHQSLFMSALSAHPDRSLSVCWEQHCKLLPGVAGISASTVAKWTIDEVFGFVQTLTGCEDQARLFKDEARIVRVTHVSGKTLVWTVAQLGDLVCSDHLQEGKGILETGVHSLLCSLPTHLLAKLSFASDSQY
#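 Displacement of a biotinylated histone H3(1-15) peptide monomethylated at Lys9 (75 nM) from L3MBTL1 (50 nM) was measured by AlphaScreen after a 30 min room-temperature compound incubation; cefsulodin titration served as intraplate control.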
# Tau fluor cs – counter-screen for tau fibril formation inhibitors; tau K18 P301L Alexa594 fluorescence, heparin fibrillization; Potency, µM (titrated, usually from 57.7 µM), inactives show at the highest dose activity change, negative = decrease; 280,000 tested, 0.93% active; also: % is scaled to controls: 0 for no effect and ±100 for the full control effect; nearly all actives have a fitted effect of over 55% in size
#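 Human K18 P301L tau (15 uM unlabeled plus 0.24 uM Alexa 594-labeled, final) in 100 mM sodium acetate pH 7 was mixed with compound and 20 uM heparin and incubated 6 hr at 37 C.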
# HTT cytoprotect – Huntington cell model cytoprotection by ATP luminescence; PC12 HTT-Q103 induced, cytoprotection, ATP luminescence, 40 h; Potency, µM (series often up to 56.4 µM), inactives show cytoprotection (ATP increase), hits mostly activators; 230,000 tested, 0.14% active;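 also: % of control where 0% means no effect; nearly all actives have a fitted effect of over 45% in size; toxic huntingtin expression switched on by the ecdysone agonist tebufenozide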
#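 PC12 cells stably carrying ecdysone-inducible Htt exon 1 (Q103)–GFP were induced with 100 nM tebufenozide (final) alongside library compounds in a dose series. Cytoprotection was scored as retained ATP by ATPlite luminescence.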
# RECQ1 inh – RECQ1 (human) helicase inhibition; P46063; AID 2549; RECQ1 DNA unwinding, red fluorescence kinetic read; 240,000 tested, 0.54% active; Potency, µM (highest dose often 57.3 µM), without a hit: at the top dose activity, negative = inhibition, most hits filed as inhibitors;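 also: plate controls were vehicle for no effect and no enzyme for full effect; nearly all actives have a fitted effect of over 30% in size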
#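 50 nM RECQ1T1 preincubated 15 min with compound in Tris pH 8.0 buffer with MgCl2, DTT, Tween-20 and 2.5 ug/ml poly(dI-dC); started with 200 nM TAMRA/BHQ-2 forked duplex and 2 mM ATP. Unwinding read as fluorescence (525/598 nm), two reads 2 h apart.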
# Tau FP inhib – tau fibrillization inhibition (FP). P10636. K18 P301L tau heparin fibrillization, Alexa594 FP, 6 h. Potency, µM (doses to about 57.7 µM), for the others: at the highest dose activity, negative = inhibition, actives largely listed as inhibitors. 280,000 tested, 0.39% active. AID 1468; also: % is scaled to controls: 0 for no effect and ±100 for the full control effect; nearly all actives have a fitted effect of over 55% in size
# Target sequence (P10636 561-689 P618L limits assumed): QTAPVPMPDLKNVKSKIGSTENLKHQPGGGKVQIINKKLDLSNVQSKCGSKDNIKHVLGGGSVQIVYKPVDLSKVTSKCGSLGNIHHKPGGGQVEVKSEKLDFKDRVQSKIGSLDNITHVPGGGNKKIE
#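 Compound effects on tau fibrillization are measured by Alexa 594 fluorescence polarization (ex 555, em 632 nm). K18 P301L tau is used at 15 uM with 0.24 uM labeled tracer, and 20 uM heparin induces aggregation over 6 hr at 37 C.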
# Tau fibril ThT – blocks human tau fibril formation measured by thioflavin T | P10636 | 270,000 tested, 2.1% active | Potency, µM (highest dose often 57.4 µM), without a hit: at the highest dose activity, negative = inhibition, actives largely listed as inhibitors | recombinant tau K18 P301L, heparin-induced fibrillization, ThT fluorescence; also: % is scaled to controls: 0 for no effect and ±100 for the full control effect; nearly all actives have a fitted effect of over 55% in size
#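 Fibril formation assay: tau K18 P301L at 15 uM with trace Alexa 594 label, heparin inducer 20 uM, pH 7 sodium acetate buffer, 37 C for 6 hr; endpoint ThT signal.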
# TRb SRC2 PPI – disrupts binding of human TR beta to SRC2; 280,000 tested, 0.065% active; P10828; Potency, µM (doses to about 106 µM), for inactives: at the highest dose activity change, negative = inhibition, hits mostly inhibitors; TRbeta-SRC2 peptide binding, fluorescence polarization; receptor liganded with 1 µM T3;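 also: plate controls were bound peptide for no effect and peptide without receptor for full effect; nearly all actives have a fitted effect of over 50% in size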
#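 Human TRb LBD (0.6 uM) plus Texas Red-labeled SRC2 peptide (20 nM), 1uM T3, 5% DMSO, 5 hr at ambient temperature. Decreased polarization (555/632 nm) flags inhibition; data normalized to free and bound peptide controls.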
# * = called active by the depositor; i = inactive; ? = inconclusive; . = not tested or not shown; [ ] = dose if it differs, or a comment. Unless noted, calls follow the shape of the dose curve; as a rule, active = well fitted curve in the direction sought with a large enough effect; inconclusive = small, poorly fitted or top-dose-only effect, or another doubt; inactive = no such curve, though single readings can be large; an effect the other way counts as inactive or inconclusive. Potency is read from the fitted curve at half-maximal effect. Not all compounds are listed; count on the stated rates, not on these rows.
SMILES | TR SRC2 fluor cs | L3MBTL1 block | Tau fluor cs | HTT cytoprotect | RECQ1 inh | Tau FP inhib | Tau fibril ThT | TRb SRC2 PPI
CC(C)C[C@@H](CC(=O)N[C@H](CC(=O)N[C@@H]1CCCC[C@H]1C(=O)N[C@H](CC(=O)N[C@@H](CCC(=O)O)CC(=O)O)Cc1c[nH]c2ccccc12)C(C)C)NC(=O)[C@@H]1CCCC[C@H]1N | 0% | . | -6% | -36%[inhibitor] | -7% | -7% | -8% | -6%
Cc1c(C(=O)NN2CCOCC2)oc2c1ccc1ccccc12 | -1% | 3% | -1% | -43%[inhibitor] | -4% | 2% | 0% | -11%
CCS(=O)(=O)c1ncc(N(Cc2ccc(F)cc2)Cc2ccco2)c(C(=O)Nc2cc(C)ccc2C)n1 | -3% | . | -6% | . | . | -9% | -3% | 2%
Cc1ccc(NC(=O)c2ccc(NCc3ccco3)c([N+](=O)[O-])c2)cc1Cl | 1% | -1% | 4% | 3%[10 µM] | -5% | 10% | ? | 9%
N#Cc1c2c(c(-c3ccccc3)[nH]c1=O)CCCC2 | -2% | -1% | -3% | -11% | -4% | 3% | -4% | 8%
CC(=O)OC[C@@H]1O[C@H](C/C=N\O[C@@H]2O[C@H](COC(C)=O)[C@@H](OC(C)=O)[C@H](OC(C)=O)[C@H]2OC(C)=O)C=C[C@@H]1OC(C)=O | -24%[11.2 µM] | . | 4%[11.6 µM] | ? | i[11.5 µM] | 5%[11.6 µM] | -3%[11.5 µM] | 6%[11.2 µM]
O=C(Nn1cnnc1)c1cc(-c2cccc(Br)c2)nc2ccccc12 | -1% | . | -13% | -26%[10 µM] | i | -1% | -13% | -3%
Cc1ccccc1NC(=O)c1cccc2nc3ccccc3nc12 | -8% | -5% | ? | -55%[inhibitor] | -3% | ? | 8.9µM* | -9%
COCCCNC(=O)C1CCCN(C(=O)Nc2ccc(OC)cc2)C1 (configuration not stated) | -1% | -2% | 10% | 22%[10 µM] | -7% | 3% | 3% | -19%
Cc1sc2nc(SCC(=O)OC(C)C)n(C)c(=O)c2c1C | -7% | 3% | -3% | -26% | i | -7% | -10% | 0%
CCCSCCCNC(=O)c1ccc(Cn2c(=O)c3cccn3c3cccnc32)cc1 | 0% | . | 0% | . | . | -8% | 10% | -4%
CCc1nc(CN2CCN(c3ccc(C(F)(F)F)cn3)CC2)c(C)[nH]1 | -5% | 5% | 0% | -6%[10 µM] | 14% | 5% | 0% | 1%
CC1=C(C(=O)Nc2ccccc2)C(c2ccncc2)C(C#N)=C(SCC(=O)NC2CC2)N1 (configuration not stated) | 1% | 2% | 5% | -15% | -19% | 11% | -2% | 11%
Cc1ccc2nsnc2c1S(=O)(=O)N1CCN(CCc2ccccc2)CC1 | 1% | -5% | -12% | 2% | i | 11% | -14% | -3%
Cc1ccc2c(c1)c(N=Nc1cccc(C(=O)O)c1)c(O)n2C | -14% | . | -7% | -34% | -7% | 2% | 14µM* | 0%
CCOc1ccc(CNC(=O)c2ccc3nc(CC)c(CC)nc3c2)cc1OC | -1% | . | -8% | . | . | 6% | 0% | -8%
Cc1ccc(NC(=O)Nc2ccccc2C#N)c(Cl)c1 | 0% | 1% | 4% | -1% | -10% | 1% | 2% | -4%
COc1ccc2c(c1)c1c(c(=O)n(Cc3ccccc3)c(=O)n1CC(=O)Nc1ccc(C)cc1C)n2C | 0% | . | 6% | . | . | -3% | 11% | -6%
Cc1nn(C)c2c1c(-c1ccccc1)cc(=O)n2C(C)C(=O)NCc1ccc(F)cc1 (configuration not stated) | -3% | . | -14% | . | . | -7% | -16% | -5%
CCOC(=O)C1=C(c2ccc(OC)cc2)C(=O)c2ccccc2C1=O | 2% | ? | ? | -95%[inhibitor][10 µM] | -9% | ? | 14µM* | -4%
CC(C)Cn1c(SCC(=O)NC(=O)NC2CCCC2)nc2ccccc21 | -6% | 0% | -7% | 7% | -18% | 1% | ? | 1%
CC(=O)NCC(=O)OCC(=O)N1c2ccccc2Sc2ccccc21 | -3% | -16% | -25% | 4% | -20% | 9% | ? | 3%
C=C1CC(C)OC(c2ccccc2OCC(O)CN2CCCCC2)C1 (configuration not stated) | 3% | -12% | -16% | -17%[10 µM] | -14% | -1% | -19% | -2%
CCOCC(=O)Nc1ccccc1C(=O)OCC | -10% | -10% | 1% | 3%[0.074 µM] | 4% | 5% | 0% | 5%
Cc1cc(NCc2ccccc2)nc2ccccc12 | 3% | 5% | -6% | ? | 5% | -8% | 3% | -7%
COc1ccc(NC(C)=O)cc1NC(=O)c1ccc2ccccc2c1 | 1% | . | -21% | -42%[inhibitor] | -7% | -1% | ? | 5%
O=C(CSc1nc2c(c(=O)[nH]1)CN(Cc1ccc(F)cc1)CC2)Nc1cccc(C(F)(F)F)c1 | -1% | . | -7% | . | . | -12% | 2% | -3%
O=C(Cn1c(=O)oc2cc(S(=O)(=O)NCc3ccccc3)ccc21)Nc1cccc(F)c1 | ? | . | -7% | . | . | ? | 2% | -2%
COc1cc2c(cc1OC)CN(CC(=O)NC(=O)NCc1ccco1)CC2 | 0% | . | -7% | 13% | -5% | -8% | ? | -14%
O=C1CCCN1CC(O)CS(=O)(=O)c1ccc(Cl)cc1 (configuration not stated) | -5% | 3% | -2% | 6% | -7% | -7% | -1% | 4%

# Next section; it opens with the four that closed the last part.
SMILES | TR SRC2 fluor cs | L3MBTL1 block | Tau fluor cs | HTT cytoprotect | RECQ1 inh | Tau FP inhib | Tau fibril ThT | TRb SRC2 PPI
O=C(CSc1nc2c(c(=O)[nH]1)CN(Cc1ccc(F)cc1)CC2)Nc1cccc(C(F)(F)F)c1 | -1% | . | -7% | . | . | -12% | 2% | -3%
O=C(Cn1c(=O)oc2cc(S(=O)(=O)NCc3ccccc3)ccc21)Nc1cccc(F)c1 | ? | . | -7% | . | . | ? | 2% | -2%
COc1cc2c(cc1OC)CN(CC(=O)NC(=O)NCc1ccco1)CC2 | 0% | . | -7% | 13% | -5% | -8% | ? | -14%
O=C1CCCN1CC(O)CS(=O)(=O)c1ccc(Cl)cc1 (configuration not stated) | -5% | 3% | -2% | 6% | -7% | -7% | -1% | 4%
O=C(CN1CCN(c2ccccn2)CC1)Nc1ccccc1 | 2% | . | 6% | 8% | 9% | 4% | 7% | ?
CCOc1ccccc1NC(=O)CCS(=O)(=O)c1cccc2nonc12 | 2% | . | -5% | 13% | -4% | 1% | -7% | 10%
CCOc1ccccc1CNC(=O)CCn1ccc2cc(S(=O)(=O)N3CCCCC3)ccc21 | 0% | . | -18% | . | . | 1% | -2% | 4%
CSCCC(NC(=O)c1c(C)oc2c1CCCC2)C(=O)O (configuration not stated) | -6% | . | -9% | -16% | -1% | -9% | -11% | -2%
CCCCC1(C)NC(=S)N2N1C(=S)NC2(C)CCCC (configuration not stated) | -1% | 8% | -7% | 1%[10 µM] | -2% | -9% | -10% | 0%
O=C(Nc1cnccn1)Nc1ccccc1Cl | 0% | . | 0% | -20% | -1% | -7% | 3% | -2%
COc1ccc(-c2c(C#N)sc(C(N)=O)c2-c2ccc(OC)cc2)cc1 | -2% | 34%[activator] | -17% | 7%[10 µM] | -1% | -9% | -7% | -6%
Cc1onc(-c2ccccc2)c1-c1nc2cc(Cl)ccc2c(=O)o1 | 0% | -8% | -19% | -9%[10 µM] | 8% | -10% | ? | 4%
COC(=O)Cc1[nH]n(-c2nc3ccccc3s2)c(=O)c1C(C)=O | -2% | . | -9% | -69%[inhibitor] | 8% | 3% | -26% | -16%
CCN(C(=O)c1cc2c(s1)-c1ccccc1OC2)c1cc(Cl)ccc1OC | 1% | . | -17% | . | . | 6% | -14% | -3%
Cc1ccc(-n2ncc3c(NCCc4ccccc4)ncnc32)cc1C | -3% | . | -29% | . | . | ? | -3% | 7%
OCC1CCCN(C(=S)Nc2ccc(Nc3ccccc3)cc2)C1 (configuration not stated) | -3% | -25% | ? | -91%[inhibitor] | i | 9% | ? | 4%
CCCc1ccc(NS(=O)(=O)c2c(C)oc(C)c2C(=O)OC)cc1 | 0% | . | -35% | 7%[10 µM] | i | 1% | . | -7%
Cc1cc2oc(C(=O)Nc3ccc(S(=O)(=O)N4CCCCCC4)cc3)cc(=O)c2cc1C | -17% | . | -15% | . | . | 0% | -5% | 4%
COc1ccc(C)cc1-n1c(-c2ccc(C)cc2)cc2c1CC(C)(C)CC2=O | 1% | . | -13% | . | . | -1% | -12% | 3%
Cc1ccc2c(c1)C(c1ccccc1)N(C(=O)c1ccc(S(=O)(=O)N3CCCCC3)cc1)CC(=O)N2 (configuration not stated) | 4% | . | -10% | . | . | -2% | -9% | -1%
Cc1ccc(C)c(S(=O)(=O)c2nnn3c2nc(N2CCCCC2)c2sccc23)c1 | -1% | . | -11% | . | . | 8% | 9% | -7%
CN(C)S(=O)(=O)c1cc(NC(=O)CN2CCOCC2)ccc1Cl | -1% | 3% | 2% | -41% | -7% | 4% | -4% | -9%
CSc1nnc(-c2cc3ccccc3cc2O)n1C | -2% | 0% | 2% | -3%[10 µM] | -4% | 6% | -8% | -7%
S=C(NCc1ccccc1)NN1CCOCC1 | -3% | . | -4% | -16% | 2% | 12% | -7% | -4%
CSc1nc(Oc2ccccc2)c2sccc2n1 | -4% | 34%[activator] | ? | 3%[10 µM] | -1% | ? | ? | -5%
COc1ccccc1NC(=S)NC1CC2CCC1C2 (configuration not stated) | -2% | . | -2% | 15%[10 µM] | 0% | 1% | . | 0%
Cc1cc(/C=N/Nc2ncnc(N)c2[N+](=O)[O-])c(C)n1-c1ccccc1 | -6% | . | -12% | -68%[inhibitor][10 µM] | -4% | 5% | ? | 2%
COCCCNC(=S)N/N=C/c1ccc(N(C)C)cc1Cl | -2% | -7% | -22% | 14%[10 µM] | i | -6% | ? | 0%
COc1ccc(O[C@H]2C=C[C@@H](c3ccccc3)O[C@H]2COC(=O)N2CCCCC2)cc1 | -53%[11.2 µM] | . | -6%[11.6 µM] | -30%[10 µM] | -13%[11.5 µM] | 4%[11.6 µM] | -12%[11.5 µM] | -14%[11.2 µM]
